High-throughput results: PubChem BioAssay, several laboratories
Peg3 prom inh = Peg3 promoter-driven luciferase inhibitors, primary screen, cell-based, HeLa, luciferase luminescence. HeLa PEG-Prom luciferase reporter, overnight. inhibition, % at 20 µM. hit rate 1.7% among 360,000;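 active = inhibition of at least 50% at 20 µM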
TRAIL sens C8 = viability loss with TRAIL in NB7+C8 cells, primary screen, TRAIL sensitizer project, cell-based, ATPlite luminescence. AID 624354, 2012. inhibition (viability loss, TRAIL sensitization), % at 10 µM. hit rate 1% among 360,000;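 active = compounds causing at least 50% loss of cell viability in the single-dose screen, relative to plate controls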
EBV LMP1 NFkB = EBV LMP1-driven NF-kappaB luciferase reporter inhibitors, primary screen, cell-based, luminescence, single point | LMP1-induced NF-kappaB luciferase reporter cells | inhibition, % at 12.5 µM | hit rate 0.69% among 350,000; in the data active = inhibition above about 41%;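 also: 0% = neutral control wells and 100% = reference inhibitor control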
KKLEB tox = cytotoxicity in KKLEB CF airway cells, primary screen, cytotoxicity control for CF NF-kB inhibitor project, cell-based, uHTS, fluorescence assay plates | AID 602141, 2011 | hit rate 0.36% among 360,000 | activity change (cytotoxicity), % at 5 µM | KKLEB CF airway cells viability, ATPlite luminescence, overnight; active compounds read low; cells stimulated with P. aeruginosa culture filtrate;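 active = corrected activity change at or below -50% at 5 µM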
CF NFkB inh = inhibitors of PAF-induced NF-kB signaling, primary screen, cell-based, GFP fluorescence, uHTS; KKLEB NF-kB-GFP reporter, GFP fluorescence overnight; inhibition, % at 5 µM; hit rate 0.86% among 360,000; AID 588850, 2011;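 active = at least 50% inhibition at 5 µM, scaled per plate between neutral and stimulator controls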;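 also: PAF is a Pseudomonas aeruginosa culture filtrate used as stimulus; plate controls were PAF-stimulated DMSO wells for no effect and unstimulated DMSO wells for full effect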
NR2E3 ag-1 = NR2E3 agonists in two-hybrid cells, primary screen, cell-based, luminescence, CHO-S, Gal4-NCOR/VP16-NR2E3; hit rate 0.35% among 360,000; inhibition of corepressor binding, % at 3.98 µM; AID 602229, 2012; luciferase;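 active = inhibition above the mean of all tested compounds plus 3 SD, cut at about 70% in these data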;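 also: 0% = DMSO with NR2E3 transfected cells and 100% = cells lacking NR2E3 construct; higher means lower luciferase signal from less NR2E3 corepressor binding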
Target sequence (Q9Y5X4 whole entry, looked up, the tested form may be a part): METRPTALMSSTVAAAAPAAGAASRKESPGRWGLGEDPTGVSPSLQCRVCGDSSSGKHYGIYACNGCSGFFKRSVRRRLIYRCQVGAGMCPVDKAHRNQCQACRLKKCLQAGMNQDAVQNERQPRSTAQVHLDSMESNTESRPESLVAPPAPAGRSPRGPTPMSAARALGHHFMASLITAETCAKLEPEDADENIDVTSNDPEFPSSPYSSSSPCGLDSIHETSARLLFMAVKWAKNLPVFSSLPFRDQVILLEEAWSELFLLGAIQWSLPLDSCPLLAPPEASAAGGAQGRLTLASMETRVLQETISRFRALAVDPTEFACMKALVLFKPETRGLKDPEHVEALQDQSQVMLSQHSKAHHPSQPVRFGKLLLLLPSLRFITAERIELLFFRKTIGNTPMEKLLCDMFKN
NR2E3 ag-2 = inhibitors of NR2E3-RetCOR corepressor binding, primary screen, NR2E3 agonist project, biochemical, TR-FRET, GST-NR2E3, biotin-RetCOR. 1536-well. inhibition of corepressor binding, % at 4.78 µM. hit rate 0.12% among 320,000. AID 2300, 2010;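 active = percent inhibition above the cutoff of mean plus 3 SD of all tested compounds, set per screening campaign, cut at about 20% in these data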;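 also: 0% = DMSO wells and 100% = biotin wells as full block of FRET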
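Material – GST-tagged NR2E3 plus biotinylated RetCOR corepressor · Quantity – NR2E3 fusion 1.35 nM · Times – 5 h incubation at 4 °C · Medium – pH 7.5 Tris-based buffer · Technique – TR-FRET, Eu(K)-anti-GST donor, streptavidin-D2 acceptor, ex 340, em 617/671 nm · Benchmarks – high control biotin, low control 0.6% DMSO · Format – 1536-well plates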
Shn3 3UTR inh = reduction of Shn3 3'UTR firefly luciferase signal, primary screen, Schnurri-3 inhibitor project, cell-based, Clone20 osteoblasts, set 2; Clone20 osteoblast Shn3 3'UTR firefly luciferase, 24 h; hit rate 0.52% among 360,000; AID 588674, 2011; inhibition, % at 12.5 µM;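 active = mean inhibition of at least 75% with every replicate also reaching 75%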;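 also: 0% = median of neutral control wells and 100% = pilot-screen positive control compound; some compounds past the cut are filed as inactive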
HIF-2a inh = HIF-2a reporter inhibitors, primary screen, luminescence, 786-0 RCC cells | 786-0 RCC cells HIF-2a reporter, luciferase luminescence, overnight | inhibition, % at 18.8 µM | hit rate 0.72% among 360,000 | AID 624352, 2012;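 active = inhibition of the luminescence signal of 40% or more relative to plate controls, in a single-dose primary screen at 18.75 µM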
MITF TRPM1 inh = inhibitors of MITF-dependent TRPM1 promoter reporter, primary screen, cell-based, SK-MEL-5, single point, luciferase; SK-MEL-5 TRPM1 promoter luciferase, 24 h; inhibition, % at 12.5 µM; hit rate 0.83% among 330,000; AID 488899, 2010;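 active = mean inhibition across replicates of 60% or more, whatever share of single replicates reaches that level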; also: values of inactives mirror those of a sister screen read the other way
iPSC survival up = enhancers of single-cell hiPSC survival, primary screen, ATPlite luminescence | 100% = ROCK inhibitor wells, 0% = DMSO | hit rate 0.044% among 360,000 | survival enhancement, % at 20 µM; in the data active = survival enhancement above about 18%;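 also: cells exposed to compounds for 16 hours before the ATP read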
* hit, by the source's call; · = not tested or not shown. An excerpt (hit frequency here may not be typical).

item	canonical_smiles	Peg3 prom inh	TRAIL sens C8	EBV LMP1 NFkB	KKLEB tox	CF NFkB inh	NR2E3 ag-1
1	CN1CCN(c2ccccc2NC(=O)c2ccc(F)cc2)CC1	9	9	-10	-5	2	-21
2	COc1cc2cc(CN(CCc3cccc(C)c3)C(=S)NCCCN(C)C)c(=O)[nH]c2cc1OC	43	7	-12	-13	12	-4
3	CCOCCCNCC(=O)Nc1ccccc1N1CCOCC1	9	-3	-7	-34	28	9
4	CC(C)(C)c1ccccc1NC(=O)c1ccco1	15	-2	2	1	-2	-7
5	CC1=C(C#N)C(=O)NC1(C)O (configuration not stated)	-8	-8	3	12	-15	-8
6	O=C(OCCNC(=O)c1ccc2ccccc2n1)c1cccnc1	8	-13	4	11	8	-10
7	COc1ccc(NC(=O)CN(c2ccc(C)cc2)S(=O)(=O)c2c(C)nn(C)c2C)cc1	6	9	-9	-3	0	27
8	CCCCCOC(=O)Cn1c(SCC(=O)Nc2ccccc2)nc2c1c(=O)[nH]c(=O)n2C	23	11	-2	2	-14	18
9	Cc1cccc(C)c1NC(=O)COC(=O)c1ccccc1Nc1ccccc1	20	-1	-3	23	9	10
10	Cc1ccccc1N(CC(=O)N/N=C/c1ccc(Cl)cc1)C(=O)c1ccccc1	16	0	20	-8	2	8
11	CCN(CC(=O)Nc1ccc2c(c1)OCCO2)Cc1nc2cc(Cl)ccc2c(=O)[nH]1	-6	3	1	-18	9	27
12	COCCCC1CCN(C(=O)C2CCC(=O)N(CC3CCCCC3)C2)CC1 (configuration not stated)	6	13	0	4	17	-10

item	NR2E3 ag-2	Shn3 3UTR inh	HIF-2a inh	MITF TRPM1 inh	iPSC survival up
1	5	2	7	-5	-0.5
2	2	-44	8	-14	-3.4
3	5	7	-8	2	1.9
4	3	-3	17	-5	-0.8
5	·	-14	7	·	4.7
6	4	-4	9	7	0.1
7	2	-7	11	-15	0.1
8	1	-7	8	0	0.0
9	0	17	20	9	-0.8
10	6	1	-22	-5	2.5
11	2	1	-7	3	0.3
12	·	11	10	-6	-0.4

Next part
item	canonical_smiles	Peg3 prom inh	TRAIL sens C8	EBV LMP1 NFkB	KKLEB tox	CF NFkB inh	NR2E3 ag-1
13	COc1ccc(NC(=O)c2ccc3ncsc3c2)c2ccccc12	-29	3	2	10	7	-21
14	CCOC(=O)C(/C(C)=N/NC(=O)c1ccccc1[N+](=O)[O-])C(C)C (configuration not stated)	-41	19	1	-15	-1	-10
15	CCCn1c(-c2cccc([N+](=O)[O-])c2)nc2c1c(=O)[nH]c(=O)n2Cc1ccccc1	28	4	11	-6	25	9
16	CN1CCN(CC(=O)Nc2c(C(=O)c3ccccc3)oc3ccccc23)CC1	21	2	-1	-10	-2	-28
17	COc1ccc(C(=O)CC(=O)C(=O)Nc2ccc(C)c(Cl)c2)cc1	4	-9	5	6	-12	-17
18	O=C(CN1C(=O)C(=O)c2ccccc21)NC1CCCCC1	15	-14	3	-14	3	7
19	CCN(Cc1ccccc1)C(=O)c1ccc(C)c(S(=O)(=O)N2CCCCC2)c1	-2	-12	-8	-13	20	3
20	Cn1cnnc1SCC(=O)NC1CC1	16	-15	-2	25	-2	-11
21	CN1CCN(/N=C2/C(=O)Nc3ccc([N+](=O)[O-])cc32)CC1	21	-3	34	2	-8	-16
22	CSc1ccccc1C(=O)Nc1ccc2c(c1)OCCO2	-110	6	-6	-4	0	-47
23	O=[N+]([O-])c1cccc(-c2cc(C(F)(F)F)n3nc(-c4ccccc4)cc3n2)c1	0	8	2	-13	18	-9
24	Nc1n[nH]c(N)c1N=Nc1ccc(Cl)cc1	-127	2	-5	-2	30	-47

item	NR2E3 ag-2	Shn3 3UTR inh	HIF-2a inh	MITF TRPM1 inh	iPSC survival up
13	4	6	-52	-14	-0.4
14	-2	-24	-64	15	-1.4
15	2	31	32	17	0.7
16	2	2	6	-5	-0.6
17	2	13	-1	3	-0.1
18	-1	-12	10	3	-1.5
19	-1	14	1	·	-0.5
20	·	-11	10	6	-1.5
21	-3	23	-9	-9	1.0
22	4	-42	-135	-29	-0.8
23	4	14	7	-2	0.2
24	-3	-28	-220	-56	1.0

Remaining list, next part:
item	canonical_smiles	Peg3 prom inh	TRAIL sens C8	EBV LMP1 NFkB	KKLEB tox	CF NFkB inh	NR2E3 ag-1
25	CN(CC(=O)NCCc1ccc(S(N)(=O)=O)cc1)S(=O)(=O)/C=C/c1ccccc1	0	-4	-3	10	-25	-30
26	O=C(NC1CCCCC1)[C@@H]1CSC2c3ccccc3C(=O)N21 (some centres not stated)	-11	-18	-1	7	-20	-4
27	O=C(O)CSc1nccn1-c1cccc(Cl)c1	9	0	-8	8	8	-1
28	Cn1nc(CC(=O)Nc2ncc(Br)s2)c2ccccc2c1=O	-10	16	-24	-3	1	27
29	CCCN1C2CCCC1CC(NC(=O)c1ccccc1)C2 (configuration not stated)	-4	-7	1	1	8	23
30	O=C(N/N=C\C1CC=CCC1)c1ccc(Br)o1 (configuration not stated)	18	-3	-6	2	23	-66
31	O=[N+]([O-])c1ccccc1C=NN1CCCCCC1	-72	-5	-5	-2	22	-38
32	Cc1ccc(NC(=O)C2(C)CCCN(C(C)C)C2)cc1C (configuration not stated)	1	12	·	7	-5	32
33	CC(=O)Nc1ccc(S(=O)(=O)Nc2ccccc2C(=O)N2CCOCC2)cc1	-7	-5	-5	2	6	-6
34	COc1ccc2oc(C(=O)CCC(=O)O)c(N)c2c1	5	0	-1	10	0	17
35	Oc1ccccc1C1CC(c2cccs2)=NC(c2ccc(Cl)cc2)N1 (configuration not stated)	18	36	20	-40	65*	3
36	Cc1cc(C=O)c(C)n1-c1ccc(NC2CCCC2)c([N+](=O)[O-])c1	15	32	15	2	-4	-51

item	NR2E3 ag-2	Shn3 3UTR inh	HIF-2a inh	MITF TRPM1 inh	iPSC survival up
25	-1	-18	-6	4	-0.6
26	0	-19	13	-7	-0.6
27	-3	-5	18	8	-2.4
28	-4	69	-13	-10	-2.2
29	1	-14	11	-1	0.2
30	-1	-7	10	3	0.2
31	·	-7	-65	-17	-0.4
32	·	7	7	·	4.3
33	1	-4	24	-1	-0.5
34	4	-10	4	-3	0.7
35	-1	16	-47	-2	-0.9
36	-1	15	-8	-15	0.2

(cont.)
item	canonical_smiles	Peg3 prom inh	TRAIL sens C8	EBV LMP1 NFkB	KKLEB tox	CF NFkB inh	NR2E3 ag-1
37	O=C(NCc1ccc(F)cc1)c1cc(C2CCCN(S(=O)(=O)c3ccccc3)C2)on1 (configuration not stated)	25	-1	·	4	-3	-11
38	CCC(C)c1ccc(S(=O)(=O)N2CCN(CC(O)COCC3CCCO3)CC2)cc1 (configuration not stated)	26	5	-18	-10	20	18
39	COc1ccc(C)cc1NS(=O)(=O)c1cccc2nonc12	-43	-9	6	0	3	-13
40	CCCCN(CCCC)CCCNC(=O)C1CC(c2cc(C(F)(F)F)cc(C(F)(F)F)c2)=NO1 (configuration not stated)	-16	-54	4	3	-2	6
41	Cc1nccn1CC(=O)c1ccc(O)c(O)c1	-2	9	4	-7	1	-13
42	Cc1cc(C)n2nc(SCC(=O)NCc3ccco3)nc2n1	-16	6	-17	-7	8	-13
43	COC(=O)c1ccc(CSc2nc(C(F)F)cc(C)c2C#N)o1	-20	0	8	11	-11	0
44	CC(C)CCn1cnc2c([nH]c3cccc(Cl)c32)c1=O	2	52*	-10	0	-12	-18
45	CC(C)C[C@H]1CN=C(Nc2ccccc2)N1CC(C)C	-8	-2	0	4	-6	1
46	Cc1ccc(NS(=O)(=O)c2c(C(=O)N3CCOCC3)c(C)n(C)c2C)cc1C	-3	0	-2	14	7	-14
47	O=C(CSc1nccn1-c1ccccc1)NCc1ccc(F)cc1	-1	3	-20	1	-18	4
48	CC(=O)c1ccccc1NC(=O)CN1C(=O)NC2(CCCCCCC2)C1=O	-22	9	-5	1	8	6
49	CC(C)c1ccc(NS(=O)(=O)c2ccc3c(c2)oc(=O)n3C)cc1	6	-1	4	2	-14	14
50	CCOc1ccc(S(=O)(=O)n2ccc(C)n2)cc1	18	-14	2	-2	-9	-26

item	NR2E3 ag-2	Shn3 3UTR inh	HIF-2a inh	MITF TRPM1 inh	iPSC survival up
37	·	11	18	·	-1.2
38	·	11	19	6	0.9
39	3	-15	4	0	3.3
40	-2	1	-15	-7	-1.7
41	3	-5	9	-3	12
42	2	1	-7	17	-0.1
43	-3	-41	-3	-1	0.0
44	0	-7	-13	-4	-1.4
45	1	-25	9	9	-3.0
46	-2	-3	5	-6	0.7
47	0	-14	11	0	-0.8
48	·	-18	14	9	2.2
49	-2	21	9	9	-0.4
50	0	-7	2	7	-0.7
